# Screening results deposited in PubChem by several laboratories.
# APP 5'UTR act = activates APP 5'UTR luciferase reporter | SH-SY5Y APP 5'UTR luciferase reporter, luminescence; zero percent = DMSO vehicle wells | activation, % at 2 µM | hit rate 1% among 190,000 | AID 1276;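 active = activation above a set limit, based on mean plus 3 SD of controls, cut at about 140% in these data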; also: values of inactives mirror those of a sister screen read the other way
# STAT1 act = activators of IFN-gamma induced STAT1 signaling | NIH 3T3 STAT1-luciferase reporter, luminescence; 100% = IFN-gamma alone, no compound | activation (% of control), % at 5.5 µM | hit rate 2.6% among 200,000 | AID 932;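 active = activation above the screen-wide mean activation plus 3 SD, cut at about 130% in these data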;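 also: raw ratio to IFN-gamma control signal so 100% means no change and 0% no light; values of inactives mirror those of a sister screen read the other way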
# Hsp70 activator = transcriptional activators of Hsp70; HeLa Hsp70 promoter luciferase reporter, luminescence; scaled: vehicle 0, proteasome-inhibitor control 100%; activation, % at 10 µM; hit rate 0.04% among 200,000;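 active = activation above the mean across all tested compounds plus 3 SD, cutoff set per campaign, cut at about 5.5% in these data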;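 also: 100% = MG132 at 30 µM as the positive control and 0% = DMSO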
# STAT1 inh = inhibitors of IFN-gamma induced STAT1 signaling; NIH 3T3 STAT1-luciferase reporter, luminescence; inhibition, % at 5.5 µM; hit rate 0.35% among 200,000; AID 920;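 active = inhibition above a set limit, the mean inhibition across all tested compounds plus 3 SD, cut at about 34% in these data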;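 also: 0% = IFN-gamma with DMSO and 100% = IFN-gamma with 300 µM nifuroxazide; values of inactives mirror those of a sister screen read the other way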
# STAT3 inh = reduces IL-6 driven STAT3 reporter signal; U3A cells, IL-6 STAT3-luciferase reporter, luminescence; host cell line lacks STAT1; inhibition, % at 5.5 µM; hit rate 0.89% among 190,000; AID 862;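 active = inhibition above the mean inhibition across all screened compounds plus 3 SD, cut at about 44% in these data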;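 also: 0% = DMSO only wells and 100% = 100 µM nifuroxazide control wells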
# Efa HMGR inh = inhibitors of class II HMG-CoA reductase from Enterococcus faecalis. purified E. faecalis HMGR, NADPH absorbance 340 nm kinetic. AID 1066. hit rate 0.41% among 190,000. inhibition, % at 10 µM;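 active = inhibition above a set limit, the median over all tested compounds plus 3 SD, cut at about 9.5% in these data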;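 also: enzyme runs in reverse so mevalonate oxidation gives rising NADPH absorbance; 0% = complete reaction with DMSO and 100% = background rate lacking mevalonate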
# TLR4 MyD88 comp = TLR4-MyD88 interaction inhibition in cells; HeLa CL3-4 TLR4/MyD88 BLA complementation, FRET ratio; hit rate 0.18% among 200,000; inhibition, % at 8.4 µM; O00206+Q99836; in the data active = inhibition above about 25%;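 also: 0% = vehicle and 100% = reference inhibitor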
# Target sequence (O00206 whole entry, looked up): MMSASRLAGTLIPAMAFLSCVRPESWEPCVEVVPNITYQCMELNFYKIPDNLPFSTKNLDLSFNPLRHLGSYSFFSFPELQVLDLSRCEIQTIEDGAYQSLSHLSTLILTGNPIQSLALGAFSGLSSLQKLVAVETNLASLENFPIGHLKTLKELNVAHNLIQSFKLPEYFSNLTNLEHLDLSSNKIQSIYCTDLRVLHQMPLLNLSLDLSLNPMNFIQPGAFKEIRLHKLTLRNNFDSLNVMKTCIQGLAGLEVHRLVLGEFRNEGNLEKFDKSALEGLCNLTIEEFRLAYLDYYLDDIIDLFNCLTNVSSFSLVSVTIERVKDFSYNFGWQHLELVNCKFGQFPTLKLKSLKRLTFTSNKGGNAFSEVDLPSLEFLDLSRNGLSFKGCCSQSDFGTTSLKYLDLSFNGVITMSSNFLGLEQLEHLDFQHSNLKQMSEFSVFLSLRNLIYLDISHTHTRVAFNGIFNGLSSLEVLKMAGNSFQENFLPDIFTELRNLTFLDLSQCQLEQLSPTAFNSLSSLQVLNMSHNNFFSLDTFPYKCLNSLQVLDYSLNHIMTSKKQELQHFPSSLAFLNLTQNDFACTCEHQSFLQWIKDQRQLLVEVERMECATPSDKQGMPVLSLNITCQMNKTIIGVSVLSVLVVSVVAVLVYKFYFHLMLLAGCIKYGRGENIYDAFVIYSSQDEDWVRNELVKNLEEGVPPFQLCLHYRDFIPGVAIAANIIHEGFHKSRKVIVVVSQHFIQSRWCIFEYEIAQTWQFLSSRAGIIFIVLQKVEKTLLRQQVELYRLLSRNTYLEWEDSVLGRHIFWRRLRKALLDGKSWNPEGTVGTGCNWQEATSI
# Target sequence (Q99836 whole entry, looked up): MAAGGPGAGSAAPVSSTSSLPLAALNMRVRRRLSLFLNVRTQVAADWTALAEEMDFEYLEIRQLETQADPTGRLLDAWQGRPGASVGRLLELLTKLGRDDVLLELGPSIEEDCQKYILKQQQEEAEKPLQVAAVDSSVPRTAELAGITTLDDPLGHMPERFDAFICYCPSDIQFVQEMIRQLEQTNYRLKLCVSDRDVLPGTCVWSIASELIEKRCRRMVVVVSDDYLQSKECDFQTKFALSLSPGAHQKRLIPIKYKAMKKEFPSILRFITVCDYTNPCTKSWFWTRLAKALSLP
# NF-kB neuron act = raises NF-kB expression in human neuronal cells; AID 1239; hit rate 1.6% among 190,000; fold change at 12.5 µM; NF-kB reporter expression; hits give high values; in the data active = fold change above about 3.3
# STAT3 act = STAT3 signaling activation | U3A cells, IL-6 STAT3-luciferase reporter, luminescence; 100% = signal with IL-6 EC80 alone | activation (% of control), % at 5.6 µM | hit rate 0.91% among 190,000;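 active = activation above the screen-wide mean of compound activation plus 3 SD, cut at about 130% in these data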;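 also: 0% = background luminescence of wells with medium and substrate only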
#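 Material: STAT3-luciferase reporter U3A cells; Probe or stimulus: IL-6 (33 ng/mL); Incubation: compound pre-incubation 1 h before IL-6, then 6 h stimulation at 37 °C; Technique: luminescence from STAT3-driven luciferase reporter; Evaluation: % activation versus median of IL-6-stimulated wells; Controls: IL-6-only high control.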
# Redox H2O2 prof = compounds producing H2O2 with reducing agent – biochemical, NIH compound library profiling, artefact control for MLSCN library redox annotation, primary screen | AID 878 | hit rate 0.03% among 200,000 | DTT-dependent redox cycling H2O2, phenol red/HRP absorbance; 100% = 100 µM peroxide control, 0% = buffer | activation, % at 10 µM;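 active = activation of at least 50% relative to the plate's high and low controls in the primary single-dose screen; inactive = activation below 50%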;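 also: compound incubated with DTT at 0.8 mM final as the reducing agent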
# * hit, by the source's call; x = not tested or not shown.
SMILES,APP 5'UTR act,STAT1 act,Hsp70 activator,STAT1 inh,STAT3 inh,Efa HMGR inh,TLR4 MyD88 comp,NF-kB neuron act,STAT3 act,Redox H2O2 prof
Cc1cc(-c2ccccc2)n2nc(C)c(C#N)c2n1,9,101,-0.3,-1,-11,-7,2,1.2,110,0.1
CCC(C)[C@H]1CNC(=S)N1CCc1cc(C(F)(F)F)cc(C(F)(F)F)c1 (some centres not stated),1,90,-0.2,12,x,-4,-7,1.1,x,-1.0
CCOc1ccc(-n2c(-c3ccco3)n[nH]c2=S)cc1,-5,101,0.3,-2,5,-7,0,1.6,102,-0.3
COc1ccc2c(c1)c(=O)cc(C)n2CC(=O)NCc1ccco1,11,93,-0.2,8,-1,3,-2,0.76,102,0.2
Nc1cc(N)nc(SCC(=O)N2CCc3ccccc32)n1,32,117,0.1,-19,-18,-2,-6,1.4,115,0.0
CCn1c(=S)[nH]c2sc3c(c2c1=O)CCCCC3,-7,101,-0.2,-3,-4,5,8,1.2,108,-0.4
NS(=O)(=O)c1ccc(-c2ccc(/C=C3\C(=O)Nc4cc(Cl)ccc43)o2)cc1,5,101,-0.1,-3,2,4,8,0.67,102,-0.2
O=C(NN1C(=O)c2ccccc2C1=O)C1CCCCC1,-5,99,0.3,1,3,1,-4,1.3,107,1.9
COc1cccc(/C(C#N)=C/c2c(-c3ccc(Cl)cc3)nc3c(C)cccn23)c1,-2,97,-0.2,3,0,1,-3,0.87,104,-3.4
COCCNC(=O)c1ccccc1NC(=O)CSc1ccc(C)cc1,8,105,0.0,-8,7,-3,-15,0.78,99,0.9
O=C(c1cccc([N+](=O)[O-])c1)N(c1ccccn1)c1ccccn1,14,97,-0.3,4,10,-3,12,1.2,91,0.5
CCc1[nH]nc2c1C1(C(=O)N(Cc3ccccc3)c3ccccc31)C(C#N)=C(N)O2 (configuration not stated),6,103,1.1,-4,-3,0,5,0.94,105,0.7
COc1ccc(/C=N/NC(=S)Nc2ccccc2)cc1COc1ccc(F)cc1F,-3,100,0.0,0,8,-4,-14,1.1,93,0.4
Cc1[nH]n(-c2ccccc2)c(=O)c1-c1cccc(Cl)c1,1,96,-0.1,4,7,-6,-5,1.1,97,2.1
O=C(Cn1nc(Cc2cccnc2)c2ccccc2c1=O)NCC1COc2ccccc2O1 (configuration not stated),7,99,0.0,1,11,-1,-10,0.93,98,0.1

# By substructure: the compounds so far containing a furan ring, fused or not
SMILES,APP 5'UTR act,STAT1 act,Hsp70 activator,STAT1 inh,STAT3 inh,Efa HMGR inh,TLR4 MyD88 comp,NF-kB neuron act,STAT3 act,Redox H2O2 prof
CCOc1ccc(-n2c(-c3ccco3)n[nH]c2=S)cc1,-5,101,0.3,-2,5,-7,0,1.6,102,-0.3
COc1ccc2c(c1)c(=O)cc(C)n2CC(=O)NCc1ccco1,11,93,-0.2,8,-1,3,-2,0.76,102,0.2
NS(=O)(=O)c1ccc(-c2ccc(/C=C3\C(=O)Nc4cc(Cl)ccc43)o2)cc1,5,101,-0.1,-3,2,4,8,0.67,102,-0.2

# Remaining list, next part:
SMILES,APP 5'UTR act,STAT1 act,Hsp70 activator,STAT1 inh,STAT3 inh,Efa HMGR inh,TLR4 MyD88 comp,NF-kB neuron act,STAT3 act,Redox H2O2 prof
Cc1ccc(/C=C(\C#N)C(=O)Nc2c(C)cccc2C)s1,-1,104,0.6,-4,14,3,4,1.4,94,0.1
CCN(CCCCCN(C)C)Cc1cc2ccccc2o1,x,100,-0.4,0,2,-5,-1,1.1,99,-0.1
Cc1occc1-c1nnc(SCC(N)=O)o1,23,104,-0.1,-4,12,-7,-11,1.3,97,-0.6
CCN(C(=O)COC(=O)c1ccc(S(=O)(=O)N2CCCc3ccccc32)cc1)C1CCS(=O)(=O)C1 (configuration not stated),12,95,-0.1,6,-5,2,-6,1.1,105,-0.9
CC(=O)Nc1ccc(S(=O)(=O)NC(C)C(=O)OCC(=O)NC2CCCC2)cc1 (configuration not stated),-2,93,-0.2,8,13,-1,-2,1.1,92,-0.3
c1ccn(-c2ccc(-c3ccn[nH]3)cc2)c1,87,143*,0.1,-47,11,-3,-8,2.7,92,-0.6
C=C(C)c1cccc(C(C)(C)NC(=O)Nc2ccccc2OCC)c1,-3,102,-0.2,-3,-2,5,-12,1,100,0.5
CCOC(=O)c1cnn(-c2cc(C)nc3c(-c4ccc(Cl)cc4)c(C)nn23)c1N,13,101,-0.1,-1,-10,-3,6,1.2,108,0.5
C=CCNc1nnc(C)c2ccccc12,-1,101,0.0,-1,4,2,-3,1.2,101,-1.8
CCOC(=O)CSc1nnc(CNC(=O)c2ccc(OC)cc2)n1C1CCCCC1,-11,94,0.1,7,5,-4,-9,1.3,98,-0.6
CCCn1nnc(NC(=O)c2ccc([N+](=O)[O-])cc2Cl)n1,-18,104,0.1,-6,22,-1,5,1.4,90,1.0
CN(C)c1ccc(C=Nc2cnn(C)c2C(N)=O)cc1,-11,105,-0.5,-5,4,-1,3,1.7,102,-0.7
COc1ccccc1Nc1nc2ccc(C)cc2cc1C#N,-3,109,-0.1,-10,2,-1,-5,1.2,104,3.0
COc1cc(O)sc1C=Nc1ccc(Cl)cc1Cl,20,110,0.0,-11,18,0,0,1.3,87,-2.4
O=C(Nc1ccc(Cl)cc1)C1CC=CCC1C(=O)OCC(F)(F)C(F)F (configuration not stated),2,99,-0.2,2,10,-3,-5,1.1,94,-0.6
O=C(NC1CCCC1)c1cc(-c2cccs2)on1,121,173*,0.5,-79,3,0,12,9.7*,97,1.9
COc1ccc(N2C(=O)/C(=C3/C=CC=CN3C)SC2=S)cc1,2,104,-0.1,-4,-9,3,4,1.4,112,-0.1
COc1ccc(-c2noc(CCCOc3ccc(Cl)cc3Cl)n2)cc1,-1,100,1.3,0,10,-1,1,1.2,94,-2.7
OCCCNc1nc(-c2ccc(Cl)cc2)nnc1-c1ccccc1,10,107,-0.1,-8,12,-6,3,1.2,90,0.1
CC1CCCN(C(=O)CCCn2c(=S)[nH]c3ccccc3c2=O)C1 (configuration not stated),0,98,0.0,3,8,-3,8,1.1,97,0.2
COc1ccc(-c2nnc(SCC(=O)O)n2C)cc1OC,8,102,-0.2,-5,13,-2,-8,1.1,93,0.2
Cn1c(=NC(=O)c2ccco2)sc2cccc(F)c21,35,135*,0.5,-39,-50,-3,6,2.6,144*,-3.9
COc1ccc2[nH]c(=O)c(CN(Cc3ccccc3)Cc3nnnn3CC3CCCO3)cc2c1 (configuration not stated),-1,114,0.1,-15,3,-1,-17,0.96,100,-0.5
O=C(NCCCn1ccnc1)C(Cc1ccc([N+](=O)[O-])cc1)N1C(=O)c2ccccc2C1=O (configuration not stated),-7,110,-0.3,-3,3,4,-1,1.2,101,1.0
COCCNC(=O)/C(C#N)=C/c1nc(N(C)C)n(-c2ccc(F)cc2)c1Cl,0,94,-0.1,6,4,-3,13,1.1,100,-1.6
O=C(Nc1ccc2c(c1)OCO2)OCc1ccccc1,140*,135*,0.2,-38,6,-5,-12,5.1*,99,3.3
COc1ccccc1/C=C1\NC(=S)N(CC2CCCO2)C1=O (configuration not stated),-2,104,0.1,-4,12,1,10,1.1,93,0.7
Cc1ccc(N(CC(=O)NCC2CCCO2)C(=O)CCC(=O)Nc2ccccn2)cc1 (configuration not stated),10,97,0.1,3,-1,-3,9,1.1,104,-1.4
C=CCSc1nnc(NC(=O)CSc2nc3ccccc3[nH]2)s1,24,102,-0.2,-2,-2,2,-3,0.92,109,-4.8
CC(C)[C@H](NC(=O)c1ccco1)C(=O)OCC(=O)Nc1ccccc1OC(F)F,-12,94,0.4,7,0,-4,12,1.3,102,8.8

# Some of the entries so far, as tab-separated lines:
SMILES	APP 5'UTR act	STAT1 act	Hsp70 activator	STAT1 inh	STAT3 inh	Efa HMGR inh	TLR4 MyD88 comp	NF-kB neuron act	STAT3 act	Redox H2O2 prof
CCN(CCCCCN(C)C)Cc1cc2ccccc2o1	x	100	-0.4	0	2	-5	-1	1.1	99	-0.1
CC(C)[C@H](NC(=O)c1ccco1)C(=O)OCC(=O)Nc1ccccc1OC(F)F	-12	94	0.4	7	0	-4	12	1.3	102	8.8

# Next part
SMILES,APP 5'UTR act,STAT1 act,Hsp70 activator,STAT1 inh,STAT3 inh,Efa HMGR inh,TLR4 MyD88 comp,NF-kB neuron act,STAT3 act,Redox H2O2 prof
COc1ccc(Cc2nnc(SC)[nH]c2=O)cc1,x,100,-0.4,8,13,-7,-4,1.1,89,0.9
CC(=O)OC[C@H]1O[C@@H](Sc2cccc3cccnc23)[C@H](OC(C)=O)[C@@H](OC(C)=O)[C@H]1OC(C)=O,-4,88,-0.5,14,6,-2,-19,1,95,-1.1
Cc1ccc(OCc2csc(N)n2)cc1,49,131*,-0.3,-36,16,3,-11,2.2,93,-0.4
COCCCNC(=O)CCCOc1ccccc1,2,97,-0.1,2,5,2,-11,0.9,101,-0.1
CCCn1c2c(c(O)c(C(=O)NCCCN(CC)CC)c1=O)CCCC2,10,102,-0.1,1,4,-6,-6,1.3,98,0.5
N#Cc1c(-c2ccccc2)[nH]c(=S)[nH]c1=O,-7,104,-0.5,-4,9,-3,-6,1,98,0.2
CCN=C1SC(C(=O)Nc2cccc(C)c2)CC(=O)N1CC (configuration not stated),x,101,-0.3,2,-3,-1,0,0.78,103,-0.3
CNC(=O)c1ccc(-n2nc(C)cc2-c2ccccc2)cc1,-16,102,0.0,-3,-5,-11,6,0.98,105,-6.4
O=C(Nc1ccccc1O)/C(=C\c1ccccc1)NC(=O)c1ccccc1,-17,93,-0.1,6,7,-3,16,1.1,96,-0.1
Cc1ccc(S(=O)(=O)N2CCOCC2)cc1C(=O)Nc1nc2ccccc2[nH]1,29,98,-0.2,2,-3,-7,4,0.89,102,0.1

# Four of the entries above in order of their number in NF-kB neuron act, largest number first:
mol,NF-kB neuron act
COCCNC(=O)/C(C#N)=C/c1nc(N(C)C)n(-c2ccc(F)cc2)c1Cl,1.1
COc1ccc2[nH]c(=O)c(CN(Cc3ccccc3)Cc3nnnn3CC3CCCO3)cc2c1 (configuration not stated),0.96
O=C(Cn1nc(Cc2cccnc2)c2ccccc2c1=O)NCC1COc2ccccc2O1 (configuration not stated),0.93
CCN=C1SC(C(=O)Nc2cccc(C)c2)CC(=O)N1CC (configuration not stated),0.78
